Screening results as filed in PubChem BioAssay.
TDP1 cell CPT: DT40-hTDP1 cell growth loss with CPT | chicken DT40 Tdp1-/-;hTDP1 cells + 20 nM CPT, ATP luminescence, 48 h | Potency, µM (highest dose often 46.2 µM), for the others: at the top dose activity change, negative = growth inhibition, hits mostly inhibitors | 12% of 420,000 active | AID 686979; further: nearly all actives have a fitted effect of over 55% in size
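Chicken DT40 Tdp1-/- cells complemented with human TDP1, 400 cells/well, exposed to compounds plus 20 nM camptothecin for at least 48 h at 37 C; viability read as ATP content by CellTiter-Glo luminescence.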
DT40 TDP1 no CPT: qHTS for Inhibitors of human tyrosyl-DNA phosphodiesterase 1 (TDP1): qHTS in cells in absence of CPT; 15% of 420,000 active; Potency, µM (titrated, usually from 46.2 µM), inactives show at the top dose activity change, negative = growth inhibition, actives largely listed as inhibitors; AID 686978, 2013; DT40 Tdp1-/- hTDP1 cells, no CPT, ATP luminescence, 48 h; further: nearly all actives have a fitted effect of over 55% in size
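Chicken DT40 Tdp1-/- cells complemented with human TDP1, screened without camptothecin (DMSO vehicle only), 400 cells/well. Compounds pin-transferred, cells incubated at 37 °C for at least 48 hr. Growth read as ATP-dependent luminescence (CellTiter-Glo, 30 min at RT).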
KAT2A inh: GCN5L2 (KAT2A) acetyltransferase inhibition | Q92830 | GCN5L2 HAT assay, ThioGlo1 CoA-SH fluorescence | 0.21% of 390,000 active | Potency, µM (top dose mostly 58.9 µM), for the others: at the top dose activity change, negative = inhibition, actives largely listed as inhibitors
Target sequence (Q92830 whole entry, looked up): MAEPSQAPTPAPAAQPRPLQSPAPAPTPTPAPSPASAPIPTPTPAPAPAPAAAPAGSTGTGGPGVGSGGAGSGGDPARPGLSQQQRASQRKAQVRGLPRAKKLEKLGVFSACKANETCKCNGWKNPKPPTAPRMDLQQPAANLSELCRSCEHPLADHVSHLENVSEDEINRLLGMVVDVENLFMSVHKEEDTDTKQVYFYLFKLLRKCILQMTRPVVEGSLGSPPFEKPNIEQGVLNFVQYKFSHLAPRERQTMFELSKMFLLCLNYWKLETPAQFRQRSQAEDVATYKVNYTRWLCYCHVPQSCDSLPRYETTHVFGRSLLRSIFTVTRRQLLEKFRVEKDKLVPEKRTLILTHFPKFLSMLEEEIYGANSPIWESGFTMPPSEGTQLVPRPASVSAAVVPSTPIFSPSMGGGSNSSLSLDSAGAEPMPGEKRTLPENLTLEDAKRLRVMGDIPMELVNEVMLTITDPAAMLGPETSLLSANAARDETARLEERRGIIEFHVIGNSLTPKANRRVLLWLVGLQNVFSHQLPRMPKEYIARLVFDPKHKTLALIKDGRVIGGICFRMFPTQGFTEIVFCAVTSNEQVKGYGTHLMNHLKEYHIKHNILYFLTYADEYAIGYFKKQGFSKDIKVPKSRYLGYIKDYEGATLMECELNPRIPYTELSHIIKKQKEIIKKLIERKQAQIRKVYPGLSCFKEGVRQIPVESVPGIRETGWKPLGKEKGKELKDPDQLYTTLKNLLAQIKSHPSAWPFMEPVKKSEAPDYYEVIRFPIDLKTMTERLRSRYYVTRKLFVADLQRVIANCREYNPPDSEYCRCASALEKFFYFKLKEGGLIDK
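Enzyme at 20nM final was mixed with library compounds for 15 min at room temperature. Peptide H3(1-25) at 75uM, acetyl-CoA at 70uM and ThioGlo1 at 50uM were then added. Plates were read immediately and after 20 min (Ex340nm/Em540nm).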
Starred values were filed as active, the others as inactive; ? = inconclusive; / = no result given; & = joins results of further samples. The call rests on the fitted dose curve; in most records, active means well fitted curve in the direction sought with a large enough effect; inconclusive means small, poorly fitted or top-dose-only effect, or another doubt; inactive means no such curve, though single readings can be large; an effect the other way counts as inactive or inconclusive. On the % scale 0 is the no-effect control and ±100 the full control effect; potency means the concentration at half of the fitted maximal effect.

SMILES	TDP1 cell CPT	DT40 TDP1 no CPT	KAT2A inh
CCNS(=O)(=O)c1cc(-c2nnc(Nc3cccc(C(F)(F)F)c3)c3ccccc23)ccc1C	5.8µM*	5.8µM*	-4%
Cc1ccc(C(=O)NCC(C)(C)O)cc1	1%	-2%	-13%
Cc1noc(C)c1C(=O)OCC(=O)NC1CCCCC1C (centres undefined)	-11%	0%	0%
COc1cccc(N2CC(O)=C(c3nc4ccccc4c(=O)[nH]3)C2=N)c1	1.5µM*	1.2µM*	-5%
O=C(COC(=O)/C=C/c1cccc(Cl)c1)NCCc1ccc(Cl)cc1Cl	4%	-14%	-2%
COc1ccc(C2C3=C(CCCC3=O)NC3=C2C(=O)c2ccccc23)cc1 (centres undefined)	-7%	?	-11%
CCOc1ncccc1C(=O)N1CCN(S(=O)(=O)c2cccs2)CC1	-7%	-14%	-1%
O=C(Nc1ccc(S(=O)(=O)Nc2nccs2)cc1)c1ccc(N2C(=O)c3ccccc3C2=O)cc1	-3%	-2%	-4%
Cc1ccccc1C(=O)N1CCC(C(=O)Nc2ccc(F)cc2)CC1	-8%	-5%	-9%
CC1(C(=O)NS(=O)(=O)c2cccs2)CCN1C(=O)Cc1ccc(-c2ccccc2)cc1 (centres undefined)	-6%	-4%	/
CN(CCN1CCOCC1)Cc1nc(-c2ccc3c(c2)OCO3)no1	2%	2%	-4%
COc1ccc(C2C(C(=O)Nc3ccccc3)=C(C)Nc3nc(SCC(=O)c4ccc(C)cc4)nn32)cc1 (centres undefined)	-2%	-7%	-4%
CCOC(=O)N1CCC(NC(=O)c2cc3c(C)nc4ccccc4c3o2)CC1	9.2µM*	21µM*	-13%
COC(=O)c1ccc(C(=O)O)nc1	10%	3%	12%
Cc1ccc(S(=O)(=O)N(C)C[C@@H]2Oc3ccc(NS(=O)(=O)c4ccccc4)cc3CC(=O)N([C@@H](C)CO)C[C@H]2C)cc1	?	?	/
Cc1ccc(C(=O)NCC(=O)NC2CCCC2)cc1	-9%	-8%	-5%
CN(CC(=O)NCCCN1CCOCC1)S(=O)(=O)c1ccc(Cl)cc1	5%	0%	1%
CCN(CC)CCNc1cccc2sc3ccccc3c(=O)c12	23µM*	18µM*	/
COc1cccc(C(=O)Nc2cccc3cccnc23)c1OC	-5%	?	-25%
CNC(=O)c1ccc(-c2sc3nc(N4CCOCC4)c4c(c3c2N)CC(C)(C)OC4)o1	21µM*	18µM*	-17%
CC(COc1ccccc1)N1CCC(CO)(CCc2ccccc2)CC1 (centres undefined)	?	?	7%
COC(=O)CC1[C@@]2(C)C[C@]34OC5(C)OC6(C7CC(=O)OC(c8ccoc8)[C@]7(C)CCC6(O5)[C@]13C)C(OC(C)=O)[C@]4(OC(C)=O)C2OC(C)=O (some centres undefined)	-3%	1%	-1%
O=c1c2[nH]c3ccc(F)cc3c2ncn1CCCN1CCOCC1	-25%	?	-2%
COc1ccc(CN2CCC(CO)(Cc3ccccc3)CC2)cc1Cn1cccn1	2%	-2%	-1%
COc1ccc(OC)c(N(CC(=O)NCCSCc2ccco2)S(=O)(=O)c2ccccc2)c1	?	15µM*	-3%
CC(Oc1ccccc1)C(=O)Nc1cc(Cl)ccc1-n1cncn1 (centres undefined)	?	-13%	-2%
C[C@@H]1CCCCO[C@@H](CN(C)C(=O)c2ccccc2)[C@@H](C)CN([C@H](C)CO)C(=O)c2cc(N(C)C)ccc2O1	1%	-20%	/
Cc1ccc(C)c(NC(=O)CCn2nc(C)cc2C)c1	-5%	-4%	-3%
CC(=O)c1sc(N/N=C\c2ccc(Br)cc2)nc1C	?	?	-3%
CC(=O)c1ccc(N2CCN(C(=O)CN(C)S(=O)(=O)c3cnc[nH]3)CC2)cc1	-2%	14%	-8%
COc1ccc(NC(=O)CC2C(=O)N(c3ccc(OC)cc3)C(=O)N2Cc2ccc(OC)c(OC)c2)cc1 (centres undefined)	-22%&0%	-30%&-20%	-3%&0%
CCOc1ccc(/C=N/NC(=O)c2ccc3nc[nH]c3c2)cc1OC	?	?	/
CN1C(C(=O)NCc2ccco2)CC2Cn3c(nc4cc5ccccc5cc43)C21 (centres undefined)	1%	0%	1%
COc1ccc(NC(=O)c2ccc3nc(CCc4ccccc4)oc3c2)c(OC)c1	-27%	?	5%
CCc1ccc(NC(=O)C2CCN(c3ncnc4c3nc3n4CCCCC3)CC2)cc1	?	?	-5%
NS(=O)(=O)c1ccc(CNC(=O)c2cnccn2)cc1	?	?	-6%
CCOC(=O)/C(C(=O)Nc1ccccc1Br)=C1/NC(C)(C)Cc2ccccc21	-29%	-26%	-4%
Cc1ccc(C(=O)CCC(=O)NCc2ccccc2)cc1	1%	-1%	-4%
COCCn1c(-c2cccs2)nc2nc3ccccc3nc21	?	?	-4%
O=C(Oc1cccc(NC2=NS(=O)(=O)c3ccccc32)c1)c1cccnc1	?	-28%	3%
COc1cccc(CN2CCNC(=O)C2CC(=O)NC2CCOCC2)c1OC (centres undefined)	-4%	1%	-7%
COc1cc(C(=O)N(CCCO)Cc2cc3ccc(C)c(C)c3[nH]c2=O)cc(OC)c1OC	-6%	-17%	-1%
CCOc1ccccc1NC(=O)C1Cc2ccccc2CN1S(C)(=O)=O (centres undefined)	0%	-17%	-7%
CCN(Cc1ccccc1)C(=S)NC(=O)c1ccccc1Br	?	?	0%
Clc1cccc(/C(Cc2nc3ccccc3[nH]2)=N\Nc2ccccc2)c1	?	?	?
Cc1cc2c(cc1C)C(c1cccc(OC(C)C)c1)CC(=O)N2 (centres undefined)	16µM*	23µM*	-13%
COc1ccc2[nH]c3c(c2c1)CC(C)NC3=O (centres undefined)	?	7.3µM*	-23%
Cc1ccc(/C=C(\NC(=O)c2ccccc2)C(=O)N2CCCCC2)cc1	-15%	6%	-5%
COc1ccccc1CNC(=O)c1ccccc1OCc1ccc(F)cc1	?	?	-4%
CCC(c1nnnn1C(C)(C)C)N1CCN(C(=O)c2ccco2)CC1 (centres undefined)	0%	-4%	-1%
NS(=O)(=O)c1ccc(CNC(=O)C(Cc2ccccc2)NS(=O)(=O)c2ccccc2F)cc1 (centres undefined)	-19%	-7%	3%
COc1ccc(S(=O)(=O)c2c(O)c3ccc(C(=O)Nc4ccc(F)cc4)cc3[nH]c2=O)cc1	-22%	18%	-8%
O=[N+]([O-])c1cc(/C=N/n2cnnc2)ccc1N1CCCC1	-2%	-17%	-11%
O=C(NC(=S)NCCc1ccccc1)c1cccc(Cl)c1	-13%	-27%	-19%
CCN(CC)CCOC(=O)c1ccc(NC(=O)c2ccc(Cl)c(S(=O)(=O)N3CCCCCC3)c2)cc1	21µM*	?	-8%
Cn1c(=O)c2sccc2n(Cc2ccccc2)c1=O	-14%	-13%	-6%
CC(=O)c1cccc(NC(=S)NC(=O)c2cncc(Br)c2)c1	13µM*	?	0%
CCOC(=O)N1CCN(C(=O)C2CCC(=O)N(CCc3ccccc3)C2)CC1 (centres undefined)	-3%	-3%	/
Cc1cc(-c2cc(C(=O)NCc3ccccc3)on2)nc(NCC2CC2)n1	-20%	-17%	-9%
COCCN(C(=O)COC(=O)c1ccc2c(c1)OCO2)c1c(N)n(Cc2ccccc2)c(=O)[nH]c1=O	-7%	-11%	/
Further records follow:
SMILES	TDP1 cell CPT	DT40 TDP1 no CPT	KAT2A inh
CCn1c(SCc2nc(-c3ccccc3)no2)nc2ccccc21	?	?	-3%
CCCC(=O)Nc1nnc(S(=O)(=O)N(C)Cc2ccc(Cl)cc2)s1	-19%	-8%	2%
Cc1cccc(N2CCN(S(=O)(=O)c3cnc[nH]3)CC2)c1C	-15%	-20%	-4%
COc1cc(C(=O)NCc2cc3ccccc3n2C)cc(OC)c1OC	?	?	-20%
O=C(c1cn(-c2ccccc2)nc1-c1cccnc1)N1CCCCC1	1%	-2%	-6%
COc1ccc(C(=O)NC(=O)Nc2cc(C)ccn2)cc1	-20%	-26%	-7%
CCc1ccc(-c2nc(CN3CCC(C(=O)NCCc4ccc(C)cc4)CC3)c(C)o2)cc1	-10%	?	3%
CCOC(=O)Cn1c(=O)c2c(nc3n2CCCCN3c2ccc(OCC)cc2)n(C)c1=O	?	?	/
CCc1nc2ccc(C(=O)N(C)Cc3ccccc3)cn2c1N(C)CCCc1ccccc1	?	13µM*	/
CCOC(=O)N1CCN(C(=O)CSc2ccc(-c3ccccc3OC)nn2)CC1	-24%	?	-14%
COC(=O)C(C(=O)Nc1cccc(Cl)c1C)C1CCCC1 (centres undefined)	1%	-25%	2%
CCOC(=O)C(NCCc1ccccc1F)(NC(=O)CC)C(F)(F)F (centres undefined)	2%	-10%	-3%
O=C(Nc1cccc(F)c1)NC1(C(=O)NCC2CCCO2)CCCCC1 (centres undefined)	22%	0%	-5%
CN(C)c1ncc2nc(-c3ccccc3)c(=O)n(Cc3ccc(F)cc3)c2n1	3%	7%	-11%
Cc1ccc(C2=NC3(CCCC3)NC2=S)cc1	2%	-20%	1%
CC(C)C1C(=O)N(Cc2cn(CC3CCCCC3)nn2)CCS(=O)(=O)N1Cc1ccc(-c2ccc(F)cc2)cc1 (centres undefined)	-20%	9.2µM*	/
COc1ccc(CC(=O)N2CCc3ccccc32)cc1	-9%	-25%	-12%
Cc1cc(C)cc(OCCNC(=O)c2ccc(Br)cc2)c1	-15%	9%	-14%
Cc1ccc(C(=O)Oc2oc(-c3ccco3)nc2C=Nc2ccc(Cl)cc2)cc1	18µM*	23µM*	-8%
O=C(NC(Cc1c[nH]c2ccccc12)C(=O)O)c1ccc(F)cc1 (centres undefined)	1%	-5%	3%
CCn1c(C(C)C)n[nH]c1=S	5%	-8%	-2%
C[C@@H]1CN([C@@H](C)CO)C(=O)c2cc(Br)cnc2O[C@H]1CN(C)C(=O)Cc1ccccn1	1%	12%	/
COc1cccc(-c2nnn(CC(=O)N(C3CCCCC3)C3CCS(=O)(=O)C3)n2)c1 (centres undefined)	4%	-24%	/
O=S1(=O)CCOC[C@H](CC2CCCCC2)N1Cc1cccc(C(F)(F)F)c1	?	18µM*	-14%
O=C(c1ccc(S(=O)(=O)N2CCCCCC2)cc1)N1CCC(CN2C(=O)c3cccc4cccc(c34)C2=O)CC1	?	21µM*	1%
Cc1c(C(=O)NCc2ccc(F)cc2)sc(=O)n1Cc1ccc(C(=O)c2ccccc2)cc1	?	?	/
Cc1cnc(NC2=NCCC2)s1	9%	9%	2%
Cc1ccc(S(=O)(=O)N2C3C=CC(C3)C2C(=O)O)cc1 (centres undefined)	1%	-1%	-7%
CCOc1cccc(/C=C/C(=O)O)c1	-3%	10%	-3%
CC(=Nc1ccccc1)C1=C(O)CSC1=O	8%	-3%	0%
O=C(NCc1ccccc1)C1CCN(c2ncnc3c2nc2n3CCCCC2)CC1	-2%	-9%	-3%
O=C1c2ccccc2NC(c2cccc([N+](=O)[O-])c2)N1O (centres undefined)	21µM*	?	-6%
CN(C(=O)c1cccc(NC(=O)Cc2cccc(NC(=O)C3CCCN(C(=O)C4CCC4)C3)c2)c1)C1CC1 (centres undefined)	-6%	?	/
Cc1ccc([C@H]2C[C@H](n3cc(C4CC4)nn3)[C@@H](O)CN2C(=O)c2cccs2)cc1	-6%	-2%	/
CCOC(=O)C1(C)CCN1C(=O)c1cccc(Cl)c1 (centres undefined)	?	-26%	/

Reprinted from the entries so far, 12 compounds:
SMILES	TDP1 cell CPT	DT40 TDP1 no CPT	KAT2A inh
O=S1(=O)CCOC[C@H](CC2CCCCC2)N1Cc1cccc(C(F)(F)F)c1	?	18µM*	-14%
O=C(c1ccc(S(=O)(=O)N2CCCCCC2)cc1)N1CCC(CN2C(=O)c3cccc4cccc(c34)C2=O)CC1	?	21µM*	1%
Cc1c(C(=O)NCc2ccc(F)cc2)sc(=O)n1Cc1ccc(C(=O)c2ccccc2)cc1	?	?	/
Cc1cnc(NC2=NCCC2)s1	9%	9%	2%
Cc1ccc(S(=O)(=O)N2C3C=CC(C3)C2C(=O)O)cc1 (centres undefined)	1%	-1%	-7%
CCOc1cccc(/C=C/C(=O)O)c1	-3%	10%	-3%
CC(=Nc1ccccc1)C1=C(O)CSC1=O	8%	-3%	0%
O=C(NCc1ccccc1)C1CCN(c2ncnc3c2nc2n3CCCCC2)CC1	-2%	-9%	-3%
O=C1c2ccccc2NC(c2cccc([N+](=O)[O-])c2)N1O (centres undefined)	21µM*	?	-6%
CN(C(=O)c1cccc(NC(=O)Cc2cccc(NC(=O)C3CCCN(C(=O)C4CCC4)C3)c2)c1)C1CC1 (centres undefined)	-6%	?	/
Cc1ccc([C@H]2C[C@H](n3cc(C4CC4)nn3)[C@@H](O)CN2C(=O)c2cccs2)cc1	-6%	-2%	/
CCOC(=O)C1(C)CCN1C(=O)c1cccc(Cl)c1 (centres undefined)	?	-26%	/
